Screening results as filed in PubChem BioAssay.
Rin1-Abl PPI inh = inhibitors of Rin1-Abl protein binding, primary screen, biochemical, TR-FRET; inhibition, % at 7.35 µM; 360,000 tested, 0.4% active; AID 588664, 2011; in the data active = inhibition above about 5%, passing the limit was not always enough
SUMO1 PPI mod = modulators of SUMO1 protein-protein interactions, primary screen, biochemical, uHTS; 360,000 tested, 0.33% active; inhibition, % at 20 µM; Small ubiquitin-related modifier 1 (Homo sapiens), P63165; SUMO1 binding to a labelled peptide, TR-FRET, 1 h; in the data active = inhibition above about 37%
Target sequence (P63165 whole entry, looked up): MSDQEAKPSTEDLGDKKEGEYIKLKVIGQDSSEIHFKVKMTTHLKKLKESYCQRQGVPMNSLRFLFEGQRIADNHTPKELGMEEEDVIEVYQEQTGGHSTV
DNMT1 block = human DNMT1 methyltransferase inhibitors, primary screen, biochemical, molecular beacon, fluorescence, HinP1I cleavage, uHTS. 360,000 tested, 0.83% active. DNA (cytosine-5)-methyltransferase 1 (Homo sapiens), P26358. inhibition (reported as % activation of signal), % at 10 µM. AID 588458, 2011; in the data active = inhibition above about 50%
CSN inh = inhibitors of CSN-mediated cullin deneddylation, primary screen, biochemical, fluorescence polarization, uHTS; Purified CSN, SCF-Nedd8-OG deneddylation; inhibition, % at 12.5 µM; 360,000 tested, 0.38% active;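 active = pattern-corrected inhibition above about 35%, with an unprinted fluorescence ratio check between 0.5 and 1.5, limit read from the data, passing the limit was not always enough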;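 note: 0% = enzyme with substrate and 100% = substrate without enzyme; some results filed as inactive read as strong as hits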
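Schedule: reaction 90 min, room temperature / Assay system: HEK293T-derived human Csn5 enzyme / Input: Csn5 at 0.24 nM final / Measure: inhibition of Csn5 cleavage, % / Control set: substrate-only high control, full reaction low control / Technique: fluorescence polarization of the substrate / Buffer or medium: Tris/NaCl/DTT buffer, pH 7.5 / Reagent: SCFSkp2-Nedd8OG substrate at 10 nM final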
NadD block = inhibitors of S. aureus NadD, primary screen, biochemical, colorimetric, uHTS; Nicotinate-nucleotide adenylyltransferase NadD (Staphylococcus aureus N315); purified NadD enzyme, colorimetric absorbance read-out; inhibition, % at 20 µM; 360,000 tested, 0.78% active; in the data active = inhibition above about 26%; note: some compounds past the cut are filed as inactive
Neddyl block = inhibitors of cullin neddylation, primary screen, biochemical, TR-FRET, uHTS, NAE and Ubc12. calls only at 25 µM. 360,000 tested, 0.58% active; in the data active = inhibition above about 36%
Target sequence (P61081 whole entry, looked up): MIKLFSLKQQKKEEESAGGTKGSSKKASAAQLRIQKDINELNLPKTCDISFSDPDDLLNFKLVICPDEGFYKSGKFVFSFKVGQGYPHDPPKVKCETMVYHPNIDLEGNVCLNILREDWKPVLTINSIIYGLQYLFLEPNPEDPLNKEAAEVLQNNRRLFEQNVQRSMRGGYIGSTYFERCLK
Target sequence (Q13564 whole entry, looked up): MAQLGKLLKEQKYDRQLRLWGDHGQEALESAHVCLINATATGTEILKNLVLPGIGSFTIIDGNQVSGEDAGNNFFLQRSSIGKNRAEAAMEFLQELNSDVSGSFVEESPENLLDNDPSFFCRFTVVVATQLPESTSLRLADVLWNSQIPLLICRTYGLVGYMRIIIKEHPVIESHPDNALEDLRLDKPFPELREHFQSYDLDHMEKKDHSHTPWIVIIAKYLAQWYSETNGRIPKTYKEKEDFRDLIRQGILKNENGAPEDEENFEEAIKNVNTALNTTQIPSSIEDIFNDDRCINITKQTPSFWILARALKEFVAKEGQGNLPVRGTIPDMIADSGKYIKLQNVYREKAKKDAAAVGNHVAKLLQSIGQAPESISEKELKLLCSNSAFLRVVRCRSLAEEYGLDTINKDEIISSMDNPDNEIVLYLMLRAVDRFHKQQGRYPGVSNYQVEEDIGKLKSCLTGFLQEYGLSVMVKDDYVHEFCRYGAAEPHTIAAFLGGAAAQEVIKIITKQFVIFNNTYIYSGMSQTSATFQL
Rpn11 block = Rpn11 (PSMD14) deubiquitinase inhibitors, primary screen, biochemical, fluorescence polarization, uHTS. 26S proteasome non-ATPase regulatory subunit 14 (Homo sapiens), O00487. human 26S proteasome, Ub4-pepOG fluorescence polarization; 20S core pre-blocked with epoxomicin. calls only at 20 µM. 360,000 tested, 0.59% active;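 active = inhibition at 20 µM, scaled to each plate's controls, above about 33%, limit read from the data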
LMPTP inh = LMPTP phosphatase inhibitors, primary screen, biochemical, fluorescence intensity, uHTS; Low molecular weight phosphotyrosine protein phosphatase (Homo sapiens), P24666; recombinant LMPTP-A, OMFP fluorogenic substrate; inhibition, % at 20 µM; 360,000 tested, 0.22% active;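 active = compounds that cut the enzyme signal by at least half of the control window in the single-dose screen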;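 note: plate controls were DMSO wells with enzyme plus substrate for no effect and substrate without enzyme for full effect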
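Assay system: LMPTP-A phosphatase enzyme | Input: 0.625 nM enzyme | Also added: Fluorogenic phosphatase substrate OMFP at 400 µM final | Compound dosing: One test concentration per compound, 20 µM, with 3% DMSO overall | Schedule: 50 min enzyme reaction at room temperature, protected from light | Signal: Fluorescence intensity | Benchmarks: no-enzyme and uninhibited controls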
STEP block = STEP phosphatase inhibitors, primary screen, biochemical, fluorescence intensity, uHTS; recombinant STEP, OMFP fluorogenic substrate; Tyrosine-protein phosphatase non-receptor type 5 (Homo sapiens), P54829; AID 588621, 2011; inhibition, % at 20 µM; 360,000 tested, 0.25% active;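 active = inhibition at 20 µM, scaled per plate between control wells, above about 37%, limit read from the data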;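 note: 0% = DMSO with enzyme and substrate and 100% = substrate only without enzyme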
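Also added – OMFP at 25 µM · Test system – STEP tyrosine phosphatase · Technique – FITC-channel fluorescence of OMFP product · Schedule – 20 min at room temperature, dark · Evaluation – control-normalized % inhibition with plate pattern correction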
Scp1 inh = Scp-1 phosphatase inhibitors, primary screen, biochemical, colorimetric, uHTS. 340,000 tested, 0.88% active. Carboxy-terminal domain RNA polymerase II polypeptide A small phosphatase 1 (Homo …. inhibition, % at 20 µM. AID 493091, 2011. Recombinant Scp1, phosphopeptide, malachite green phosphate absorbance;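 active = inhibition above about 50% at 20 µM, limit read from the data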;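 note: plate controls were DMSO wells with enzyme for no effect and wells lacking enzyme for full effect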
Target sequence (Q9GZU7 76-261 limits assumed): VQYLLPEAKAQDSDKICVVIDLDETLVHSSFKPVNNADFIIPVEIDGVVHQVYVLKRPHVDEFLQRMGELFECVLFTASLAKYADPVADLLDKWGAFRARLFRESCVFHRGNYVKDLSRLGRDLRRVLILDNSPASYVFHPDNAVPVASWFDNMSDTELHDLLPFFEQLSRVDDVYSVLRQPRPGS
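Assay system: SCP-1 catalytic fragment, aa 76-261 | Buffer or medium: Tris acetate buffer pH 5.5 with MgCl2 and Tween-20 | Compound: One concentration, 20 µM, with 1.0% DMSO | Also added: Phospho 17-mer peptide substrate | Signal: Absorbance at 630 nm | Incubation: 45 min enzyme reaction at room temperature | Measure: % inhibition of SCP-1 phosphate liberation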
The depositor's hits bear a star. Rows were taken by chance. Share with any hit: about 3.8%.

`Cc1ccc(Cn2nnc3c(=O)[nH]c(C4CCCN(C(=O)c5ccco5)C4)nc32)cc1` (stereo not drawn) gave Rin1-Abl PPI inh 2, SUMO1 PPI mod 2, DNMT1 block 1, CSN inh 5, NadD block 0, Neddyl block inactive, Rpn11 block inactive, LMPTP inh -1.2, STEP block -2 and Scp1 inh -5.
For CCN(CC)S(=O)(=O)c1ccc(-c2nnc(SC)o2)cc1 the results were Rin1-Abl PPI inh 3, SUMO1 PPI mod 2, DNMT1 block 2, CSN inh -1, NadD block -3, Neddyl block inactive, Rpn11 block inactive, LMPTP inh -0.1, STEP block 0 and Scp1 inh -10.
For CN(C)S(=O)(=O)c1ccc(NC(=O)c2cc(F)c(F)cc2Cl)cc1 the results were Rin1-Abl PPI inh 2, SUMO1 PPI mod 2, DNMT1 block 0, CSN inh 5, NadD block 7, Neddyl block inactive, Rpn11 block inactive, LMPTP inh -2.2, STEP block -2 and Scp1 inh -4.
For N#CC(c1nc2ccccc2nc1N1CCOCC1)S(=O)(=O)c1ccccc1 (stereo not drawn) the results were Rin1-Abl PPI inh 0, SUMO1 PPI mod -8, DNMT1 block -4, CSN inh 3, NadD block -2, Neddyl block inactive, Rpn11 block inactive, LMPTP inh -0.5, STEP block -2 and Scp1 inh 8.
For O=C(CC1SC2=NCCN2C1=O)Nc1ccccc1 (stereo not drawn) the results were Rin1-Abl PPI inh 3, SUMO1 PPI mod 2, DNMT1 block -6, CSN inh -4, NadD block -9, Neddyl block inactive, Rpn11 block inactive, LMPTP inh -2.7, STEP block -1 and Scp1 inh -8.
Screening O=C(N/N=C1\CCCc2ccccc21)c1ccc([N+](=O)[O-])cc1 returned Rin1-Abl PPI inh 0, SUMO1 PPI mod -19, DNMT1 block -2, CSN inh 2, NadD block 2, Neddyl block inactive, Rpn11 block inactive, LMPTP inh -2.0, STEP block 0 and Scp1 inh -6.
CCN1CCN(S(=O)(=O)c2ccc3c(c2)NC(=O)CS3)CC1 was read as Rin1-Abl PPI inh -1, SUMO1 PPI mod -1, DNMT1 block 0, CSN inh 1, NadD block 1, Neddyl block inactive, Rpn11 block inactive, LMPTP inh -0.5, STEP block 2 and Scp1 inh 10.
CCCc1cc(=O)oc2c(C)c(OCc3nn[nH]n3)ccc12 was read as Rin1-Abl PPI inh -2, SUMO1 PPI mod 0, DNMT1 block 0, CSN inh 11, NadD block 4, Rpn11 block inactive, LMPTP inh -2.6, STEP block 0 and Scp1 inh -5.
For COc1ccc(NC(=O)CCNC(=O)C2CCN(S(=O)(=O)c3ccc(F)cc3)CC2)cc1OC the results were Rin1-Abl PPI inh 1, SUMO1 PPI mod 3, DNMT1 block -1, CSN inh 1, NadD block 9, Neddyl block inactive, Rpn11 block inactive, LMPTP inh -0.8, STEP block -3 and Scp1 inh -4.
Screening CCc1ccc(C(=O)NC2CCCCC2)s1 returned Rin1-Abl PPI inh 1, SUMO1 PPI mod 6, DNMT1 block -2, CSN inh -4, NadD block -3, Neddyl block inactive, Rpn11 block inactive, LMPTP inh -1.7, STEP block -12 and Scp1 inh 3.
Screening O=C(NCCCO)c1cc2c([nH]c3ccccc32)c(-c2ccc(F)cc2)n1 returned Rin1-Abl PPI inh -4, SUMO1 PPI mod 11, DNMT1 block -8, CSN inh 4, NadD block -2, Neddyl block active, Rpn11 block inactive, LMPTP inh 3.3, STEP block 1 and Scp1 inh -12.
`Cc1cc(-c2ccccc2)c2c(=O)n(-c3ccccc3)[nH]c2n1` gave Rin1-Abl PPI inh -4, SUMO1 PPI mod -30, DNMT1 block -2, CSN inh 4, NadD block -2, Neddyl block inactive, Rpn11 block inactive, LMPTP inh 0.1, STEP block -2 and Scp1 inh -5.
For CC(=O)Nc1ccc(S(=O)(=O)N(C)CC(=O)Nc2ccc(F)c(F)c2F)cc1 the results were Rin1-Abl PPI inh 2, SUMO1 PPI mod 4, DNMT1 block -1, CSN inh -6, NadD block -3, Neddyl block inactive, Rpn11 block inactive, LMPTP inh -1.0, STEP block -1 and Scp1 inh 24.
Screening Cc1cccc(NC(=O)/C(C#N)=C/c2cn(CC(=O)NCc3ccco3)c3ccccc23)c1C returned Rin1-Abl PPI inh 0, SUMO1 PPI mod 1, DNMT1 block 38, CSN inh -12, NadD block 15, Rpn11 block inactive, LMPTP inh -0.1, STEP block 2 and Scp1 inh 4.
For O=C(CSc1nccc(=O)[nH]1)Nc1ccc2ccccc2c1 the results were Rin1-Abl PPI inh 0, SUMO1 PPI mod -6, DNMT1 block -15, CSN inh -3, NadD block -3, Neddyl block inactive, Rpn11 block inactive, LMPTP inh 0.1, STEP block -4 and Scp1 inh -3.
Screening COc1ccc(C(CCNCc2ccc(N(C)C)cc2)c2ccccc2)cc1 (stereo not drawn) returned Rin1-Abl PPI inh 1, SUMO1 PPI mod -4, DNMT1 block -2, CSN inh -4, NadD block -5, Neddyl block inactive, Rpn11 block inactive, LMPTP inh 2.1, STEP block 2 and Scp1 inh -3.
Screening O=C1NC(c2ccccc2)=CC(c2ccccc2O)N1 (stereo not drawn) returned Rin1-Abl PPI inh 2, SUMO1 PPI mod 2, DNMT1 block 1, CSN inh -5, NadD block -2, Neddyl block inactive, Rpn11 block inactive, LMPTP inh -0.7, STEP block -2 and Scp1 inh -4.
C/C(CC(=O)Nc1ccccc1Cl)=N\NC(=O)C(=O)NCCO was read as Rin1-Abl PPI inh 2, SUMO1 PPI mod 3, DNMT1 block -5, CSN inh 4, NadD block 8, Neddyl block inactive, Rpn11 block inactive, LMPTP inh 0.4, STEP block 0 and Scp1 inh -3.
For COc1ccc(CN(C(=O)c2nsc(Cl)c2Cl)C(C(=O)NC2CCCC2)c2ccc(C)cc2)cc1 (stereo not drawn) the results were Rin1-Abl PPI inh 3, SUMO1 PPI mod 0, DNMT1 block -5, CSN inh 1, NadD block -1, Neddyl block inactive, Rpn11 block inactive, LMPTP inh 5.1, STEP block 2 and Scp1 inh -11.
CCOC(=O)c1cc(S(=O)(=O)NC2CCCCC2)cn1C was read as Rin1-Abl PPI inh 3, SUMO1 PPI mod 0, DNMT1 block -2, CSN inh -3, NadD block 0, Neddyl block inactive, Rpn11 block inactive, LMPTP inh -0.8, STEP block -2 and Scp1 inh 11.
`Cc1noc(NS(=O)(=O)c2ccc(NC(=O)c3ccccc3NS(=O)(=O)c3ccc(F)cc3)cc2)c1C` gave Rin1-Abl PPI inh -2, SUMO1 PPI mod 22, DNMT1 block 2, CSN inh -4, NadD block 1, Neddyl block inactive, Rpn11 block inactive, LMPTP inh -1.7, STEP block 1 and Scp1 inh -18.
For O=C(CSc1n[nH]c(-c2ccccn2)n1)Nc1ccc(Cl)cc1 the results were Rin1-Abl PPI inh 0, SUMO1 PPI mod 0, DNMT1 block 1, CSN inh 2, NadD block 2, Neddyl block inactive, Rpn11 block inactive, LMPTP inh 0.5, STEP block 3 and Scp1 inh -7.
Screening O=C(O)c1cc2[nH]c3c(c2cc1Cl)CCCC3 returned Rin1-Abl PPI inh 0, SUMO1 PPI mod 7, DNMT1 block 0, CSN inh -7, NadD block -6, Neddyl block inactive, Rpn11 block inactive, LMPTP inh -0.8, STEP block 2 and Scp1 inh -7.
`O=C(CN1CCN(C(=O)C2CCCO2)CC1)Nc1cc(C(F)(F)F)ccc1Cl` (stereo not drawn) gave Rin1-Abl PPI inh 4, SUMO1 PPI mod 1, DNMT1 block 1, CSN inh 0, NadD block -3, Neddyl block inactive, Rpn11 block inactive, LMPTP inh -0.9, STEP block 0 and Scp1 inh 4.
For C/C(=C\c1ccccc1)C(=O)NCCN1CCOCC1 the results were Rin1-Abl PPI inh 0, SUMO1 PPI mod -3, DNMT1 block 26, CSN inh -5, NadD block 4, Neddyl block inactive, Rpn11 block inactive, LMPTP inh 0.5, STEP block -2 and Scp1 inh 0.
Screening CC1(C(=O)NCc2ccc(F)c(F)c2)Cc2c(-c3cccc(C(F)(F)F)c3)ccnc2O1 (stereo not drawn) returned Rin1-Abl PPI inh 0, SUMO1 PPI mod 7, DNMT1 block -7, CSN inh -2, NadD block -4, Neddyl block inactive, Rpn11 block inactive, LMPTP inh 3.3 and STEP block 3.
Screening COc1ccc(Br)cc1S(=O)(=O)N(CC(=O)N1CCOCC1)c1ccccc1 returned Rin1-Abl PPI inh 3, SUMO1 PPI mod -3, DNMT1 block 0, CSN inh 3, NadD block 3, Neddyl block inactive, Rpn11 block inactive, LMPTP inh -1.2, STEP block 2 and Scp1 inh 0.
CC(=O)Nc1ccc(NC(=O)c2c(C)nn(Cc3ccccc3)c2Cl)cc1 was read as Rin1-Abl PPI inh 4, SUMO1 PPI mod 1, DNMT1 block -2, CSN inh 1, NadD block -6, Neddyl block inactive, Rpn11 block inactive, LMPTP inh 0.1, STEP block -1 and Scp1 inh -10.
For Cc1noc(C)c1S(=O)(=O)N(CC(=O)N1CCc2ccccc21)c1ccc(C(C)C)cc1 the results were Rin1-Abl PPI inh -5, SUMO1 PPI mod 0, DNMT1 block -1, CSN inh -2, NadD block -2, Neddyl block inactive, Rpn11 block inactive, LMPTP inh 3.2, STEP block 0 and Scp1 inh -12.
CCN(CC)CC(=O)N1c2ccccc2Sc2ccc(Cl)cc21 was read as Rin1-Abl PPI inh -1, SUMO1 PPI mod 0, DNMT1 block 1, CSN inh 6, NadD block -4, Neddyl block inactive, Rpn11 block inactive, LMPTP inh -1.9, STEP block 1 and Scp1 inh 0.

Structural class: those above with a furan ring, fused or not.
`Cc1ccc(Cn2nnc3c(=O)[nH]c(C4CCCN(C(=O)c5ccco5)C4)nc32)cc1` (stereo not drawn) gave Rin1-Abl PPI inh 2, SUMO1 PPI mod 2, DNMT1 block 1, CSN inh 5, NadD block 0, Neddyl block inactive, Rpn11 block inactive, LMPTP inh -1.2, STEP block -2 and Scp1 inh -5.
Screening Cc1cccc(NC(=O)/C(C#N)=C/c2cn(CC(=O)NCc3ccco3)c3ccccc23)c1C returned Rin1-Abl PPI inh 0, SUMO1 PPI mod 1, DNMT1 block 38, CSN inh -12, NadD block 15, Rpn11 block inactive, LMPTP inh -0.1, STEP block 2 and Scp1 inh 4.
